PME-1 primary: PME-1 (human) inhibition. recombinant PME-1, FP-Rh probe fluorescence polarization. inhibition, % at 5.9 µM. hit rate 0.53% among 320,000;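 active means inhibition above the campaign mean of all compounds plus 3 SD, cut at about 26% in these data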;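 further: competitive labeling of PME-1 active site by serine hydrolase directed probe; 0% = PME-1 with DMSO and 100% = wells lacking PME-1 enzyme; inhibitors block probe labeling so polarization falls and inhibition rises; many of its hits are not listed in these tables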
MCL1-BIM inh: inhibitors of human MCL1 binding to BIM-BH3 peptide; Q07820; AID 2057; GST-MCL1 / FITC-Bim-BH3 fluorescence polarization; inhibition, % at 10.9 µM; hit rate 0.68% among 320,000;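 active means inhibition above the mean inhibition of all tested compounds plus 3 SD, set per campaign, cut at about 40% in these data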;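 further: 0% = DMSO wells and 100% = unlabeled Bim-BH3 peptide control; higher means more loss of mP so more displacement of Bim peptide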
GRK2 inh: blocks RNA aptamer binding to human GRK2. bead flow cytometry, FAM-aptamer displacement from GRK2. inhibition of aptamer binding, % at 10 µM. hit rate 0.59% among 330,000;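 active means inhibition of aptamer binding above 40%, roughly 3 SD of noise, on plates passing a quality check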;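 further: median bead fluorescence of bound FAM aptamer so fluorescent compounds give negative values; no value below 0 was filed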
Efflux pump inh: antifungal efflux pump inhibition, Nile Red retention; S. cerevisiae Candida pump triplex; inhibition, % at 10 µM; hit rate 0.44% among 330,000;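 active means plate passing quality check with inhibition over a set limit, or well fluorescence over plate mean plus 4 SD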;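 further: Nile Red retained in pooled yeast measured as flow cytometry median fluorescence; 0% = buffer negative control and 100% = Enniatin B positive control; higher means more Nile Red kept so more efflux inhibition; some compounds called inactive have numbers as strong as hits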
GLD-1 TGE inh: GLD-1-TGE RNA interaction inhibition (C. elegans) | Q17339 | purified GLD-1 + fluorescein TGE RNA, fluorescence polarization | inhibition, % at 5.96 µM | hit rate 0.44% among 320,000 | AID 2280;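 active means percent inhibition above a per-plate cutoff, the plate mean of test compounds plus 3 SD, cut at about 30% in these data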;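 further: 0% = DMSO wells with GLD-1 and probe and 100% = wells lacking GLD-1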
Bcl-xL primary: blocks human Bcl-xL binding to Bim BH3 peptide; Q07817; hit rate 0.7% among 320,000; inhibition, % at 10.9 µM; GST-Bcl-xL / FITC-Bim BH3 peptide fluorescence polarization;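 active means inhibition above the mean of all tested compounds plus 3 SD, cutoff set per campaign, cut at about 30% in these data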;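 further: 0% = DMSO wells and 100% = unlabeled Bim-BH3 peptide competitor; inhibitors lower millipolarization by displacing the labeled peptide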
Target sequence (Q07817 whole entry, looked up): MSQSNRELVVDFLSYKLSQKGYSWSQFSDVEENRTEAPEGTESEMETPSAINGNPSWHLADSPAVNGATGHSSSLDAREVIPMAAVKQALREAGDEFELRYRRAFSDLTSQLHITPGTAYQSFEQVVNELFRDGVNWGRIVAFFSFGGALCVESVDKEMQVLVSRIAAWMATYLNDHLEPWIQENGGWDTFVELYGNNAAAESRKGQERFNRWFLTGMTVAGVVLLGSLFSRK
MEX-5 binding: C. elegans MEX-5 TCR-2 RNA binding activity. Q9XUB2. MEX-5/FITC-TCR2 RNA binding, fluorescence polarization; stronger effect = lower value. activity score (negative = inhibition of binding), % at 10 µM. hit rate 0.38% among 300,000;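 active means inhibition past about -25% in most replicates, and total fluorescence under double the plate's negative control median, limit read from the data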;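 further: 0% = DMSO and -100% = 5 µM competing unlabeled TCR2 RNA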
Target sequence (Q9XUB2 whole entry, looked up): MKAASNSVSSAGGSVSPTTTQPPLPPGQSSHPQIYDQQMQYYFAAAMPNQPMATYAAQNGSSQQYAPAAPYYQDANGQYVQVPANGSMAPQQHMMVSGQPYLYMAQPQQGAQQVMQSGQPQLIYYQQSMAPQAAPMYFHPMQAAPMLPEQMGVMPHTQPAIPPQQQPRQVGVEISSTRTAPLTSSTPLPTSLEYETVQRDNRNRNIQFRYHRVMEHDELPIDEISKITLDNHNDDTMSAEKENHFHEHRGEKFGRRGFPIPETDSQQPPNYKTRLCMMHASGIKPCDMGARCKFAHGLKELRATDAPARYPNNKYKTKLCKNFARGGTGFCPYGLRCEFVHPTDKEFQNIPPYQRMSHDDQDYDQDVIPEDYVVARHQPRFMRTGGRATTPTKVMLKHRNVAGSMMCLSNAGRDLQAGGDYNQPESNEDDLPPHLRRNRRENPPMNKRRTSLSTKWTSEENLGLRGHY
Fam108B counter: blocks mouse Fam108B hydrolase in RBBP9 counter-screen. recombinant Fam108B, FP-Rh probe fluorescence polarization. inhibition, % at 9.51 µM. hit rate 0.33% among 300,000. AID 1947;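 active means inhibition above the screen mean inhibition plus 3 SD, computed separately per campaign, cut at about 18% in these data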;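 further: inhibitors lower polarization as less probe binds the enzyme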
VLA-4 inh: inhibition in a human VLA-4 binding assay | P13612 | VLA-4 expressing cells, ligand binding flow cytometry | inhibition, % (about 7 µM as worked out from the volumes in the protocol) | hit rate 0.2% among 330,000 | AID 2557; in the data active means inhibition above about 50%
An asterisk follows results filed as active; nt = no result given. Some of the compounds tested, so the mix of outcomes need not match the whole.

Sequence of screens – Efflux pump inh	MCL1-BIM inh	PME-1 primary	Bcl-xL primary	GLD-1 TGE inh	GRK2 inh	MEX-5 binding	Fam108B counter	VLA-4 inh
COc1ccc(/C=N/NC(=O)c2ccncc2)cc1COc1ccc(NC(C)=O)cc1
  0.0	8	-3	5	8	2	nt	5	8
CCCOc1ccc(C(=O)NC(=S)NCc2cccnc2)cc1
  0.1	12	-7	5	4	2	0.5	-3	18
COc1ccc(OC)c(NC(=O)c2cc(-c3cc(C)cc(C)c3O)n[nH]2)c1
  0.1	3	-2	5	0	0	-0.9	-3	1
CC(=O)Nc1cc(C(F)(F)F)ccc1OCCOc1ccccc1
  0.4	5	-5	2	4	0	-0.2	-3	10
O=C(O)C1CN(C(=O)c2ccccc2)c2cc(Cl)ccc2O1 (stereo not given)
  1.0	2	5	7	0	4	0.4	4	4
O=C(NCCC1=CCCCC1)C1CCC(CNc2c(N3CCCC3)c(=O)c2=O)CC1 (stereo not given)
  0.0	10	3	7	5	3	-1.0	-3	0
COc1ccccc1-c1cc(C(=O)O)c2c(=O)n(C)c(=O)n(Cc3ccccc3)c2n1
  -0.1	2	2	-2	4	0	-2.6	4	5
CC[n+]1ccc(C[n+]2ccccc2)c2ccccc21
  0.0	-7	-1	-6	2	54*	nt	3	8
Cc1ccc(-c2cc(C(=O)NCc3ccc4c(c3)OCO4)[nH]n2)c(O)c1C
  0.0	0	-10	-4	6	0	2.5	1	25
CCN(c1ccccc1)S(=O)(=O)c1ccc(NCC2COc3ccccc3O2)nc1 (stereo not given)
  -0.1	2	0	2	-4	0	0.5	-5	12

The closing seven compounds of the section above are carried over, then new ones follow:
Sequence of screens – Efflux pump inh	MCL1-BIM inh	PME-1 primary	Bcl-xL primary	GLD-1 TGE inh	GRK2 inh	MEX-5 binding	Fam108B counter	VLA-4 inh
CC(=O)Nc1cc(C(F)(F)F)ccc1OCCOc1ccccc1
  0.4	5	-5	2	4	0	-0.2	-3	10
O=C(O)C1CN(C(=O)c2ccccc2)c2cc(Cl)ccc2O1 (stereo not given)
  1.0	2	5	7	0	4	0.4	4	4
O=C(NCCC1=CCCCC1)C1CCC(CNc2c(N3CCCC3)c(=O)c2=O)CC1 (stereo not given)
  0.0	10	3	7	5	3	-1.0	-3	0
COc1ccccc1-c1cc(C(=O)O)c2c(=O)n(C)c(=O)n(Cc3ccccc3)c2n1
  -0.1	2	2	-2	4	0	-2.6	4	5
CC[n+]1ccc(C[n+]2ccccc2)c2ccccc21
  0.0	-7	-1	-6	2	54*	nt	3	8
Cc1ccc(-c2cc(C(=O)NCc3ccc4c(c3)OCO4)[nH]n2)c(O)c1C
  0.0	0	-10	-4	6	0	2.5	1	25
CCN(c1ccccc1)S(=O)(=O)c1ccc(NCC2COc3ccccc3O2)nc1 (stereo not given)
  -0.1	2	0	2	-4	0	0.5	-5	12
CC(Oc1ccc(Cl)cc1)c1ccnn1S(=O)(=O)c1ccc(Cl)cc1 (stereo not given)
  0.5	6	-1	0	-2	0	-0.3	-1	2
CC(C)Sc1n[nH]c(=O)n1-c1ccccc1
  -0.1	1	-1	5	2	2	1.3	2	8
O=C(NC(=S)Nc1ccc2c(c1)OCCO2)c1cccc2ccccc12
  0.1	17	10	-2	5	1	-0.2	-6	13
CC(C)CCNC(=O)NC(=O)COC(=O)C1=COCCO1
  0.3	-1	3	-3	-2	0	-1.1	0	3
Cc1ccc(C)c(-n2nnnc2SCC(=O)Nc2cccc(-c3nnc4n3CCCCC4)c2)c1
  0.3	-5	-2	5	-5	0	2.2	2	3
O=C(NC1CCS(=O)(=O)C1)c1cccc(S(=O)(=O)N2CCCCC2)c1 (stereo not given)
  -0.1	2	6	2	2	0	-0.5	-1	5
CCOc1ccc(S(=O)(=O)N2CCN(CC(O)COc3cccc([N+](=O)[O-])c3)CC2)cc1 (stereo not given)
  0.5	-2	1	-2	-3	1	-1.0	0	-5
COC(=O)C(CC(C)C)N1CCC(=O)c2ccccc2S1(=O)=O (stereo not given)
  -0.1	3	-2	4	0	0	1.8	-4	31
CCc1ccc2[nH]c(=O)c(CN(CCCN3CCOCC3)C(=O)Nc3ccc(Cl)cc3)cc2c1
  0.1	-8	-4	-1	-4	0	-1.7	6	3
CCCc1c(C)c2cc(C)ccc2[nH]c1=O
  0.0	2	4	0	2	2	1.4	-1	7

Given as labelled records: entries from further up.
> CC(Oc1ccc(Cl)cc1)c1ccnn1S(=O)(=O)c1ccc(Cl)cc1 (stereo not given)
  Efflux pump inh: 0.5
  MCL1-BIM inh: 6
  PME-1 primary: -1
  Bcl-xL primary: 0
  GLD-1 TGE inh: -2
  GRK2 inh: 0
  MEX-5 binding: -0.3
  Fam108B counter: -1
  VLA-4 inh: 2
> CC(C)CCNC(=O)NC(=O)COC(=O)C1=COCCO1
  Efflux pump inh: 0.3
  MCL1-BIM inh: -1
  PME-1 primary: 3
  Bcl-xL primary: -3
  GLD-1 TGE inh: -2
  GRK2 inh: 0
  MEX-5 binding: -1.1
  Fam108B counter: 0
  VLA-4 inh: 3

Additional structures follow.
Sequence of screens – Efflux pump inh	MCL1-BIM inh	PME-1 primary	Bcl-xL primary	GLD-1 TGE inh	GRK2 inh	MEX-5 binding	Fam108B counter	VLA-4 inh
Cc1ccc(NC(=O)C(=O)NCC2OCCc3ccccc32)cc1 (stereo not given)
  0.1	-1	-7	4	6	2	0.7	-7	30
Cc1ccc2[nH]c(=O)c(CN(CCCN3CCOCC3)C(=O)NC3CCCCC3)cc2c1
  0.6	-2	-6	-4	-9	0	-2.1	7	-5
COc1ccc(NC(=O)N(CCc2ccccc2)Cc2cc3c(C)cc(C)cc3[nH]c2=O)cc1
  0.1	0	5	0	3	3	-0.5	-1	35
CCOc1ccc(S(=O)(=O)Nc2nccs2)cc1
  0.0	4	-1	8	-6	1	-1.0	2	23
NC(=S)Nc1c(Cl)cccc1Cl
  -0.1	1	-7	2	0	1	0.4	-1	1
CNc1nc(Cl)c(SC)c(NCc2cccc(OC)c2)n1
  -0.1	2	-4	4	-3	0	0.7	4	2
O=C(NC1CCCC1)c1c[nH]c2ccc(F)cc2c1=O
  -0.3	3	-5	9	2	0	-0.3	6	-15
Cc1ccc(C)c(S(=O)(=O)NCc2ccc(C(=O)NCc3ccco3)cc2)c1
  0.0	-2	-1	5	-5	0	2.4	-6	14
CCN(C(=O)COC(=O)CNC(=O)c1ccc(Cl)cc1Cl)c1c(N)n(Cc2ccccc2)c(=O)[nH]c1=O
  0.1	nt	nt	nt	2	3	nt	nt	2
Cc1nn(Cc2ccccc2Cl)c(C)c1NC(=O)/C=C/c1cnn(C)c1
  -1.1	-3	2	-1	1	2	-1.9	-4	12
O=C(c1cnc2n(c1=O)CCS2)N1CCCc2ccccc21
  -0.1	-1	6	3	-1	0	0.2	0	0
C=CCN1C(=NC(=O)CCC)SC2CS(=O)(=O)CC21 (stereo not given)
  -0.1	-1	0	3	1	0	0.5	0	-5
COc1cccc(C2C(C(=O)c3cc4cccc(OC)c4o3)=C(O)C(=O)N2c2cc(C)on2)c1OC (stereo not given)
  0.1	-11	-12	3	-8	9	-0.5	0	16
CC(C)[C@H](NC(=O)[C@@H]1Cc2ccccc2CN1)C(=O)Nc1ccc2c(c1)OCCO2
  0.1	6	3	8	-3	0	1.0	0	22
Fc1ccc(-c2cc(C(F)(F)F)nc(-n3cc(Cl)cn3)n2)cc1
  -0.2	0	2	4	5	0	2.6	8	-11
CN=Cc1c(NC)nc2c(C)cccn2c1=O
  -0.2	8	-2	8	4	0	-0.9	4	20
CSc1ccc(CN(C)C(=O)CN2C(=O)NC3(CCCC3)C2=O)cc1
  0.1	2	0	5	8	2	0.6	-3	-12
O=C(CCNC(=O)c1ccco1)Nc1nc(-c2ccccc2)cs1
  -0.1	nt	nt	nt	5	0	nt	nt	0
CN(C)C(CNC(=O)CSc1nc2sc3c(c2c(=O)n1C)CCC3)c1ccccc1 (stereo not given)
  0.0	-3	4	-5	-4	0	-1.2	-5	-7
CC1CC(C)(C)NC(=S)N1CCCC(=O)N1CCN(c2ccc(F)cc2)CC1 (stereo not given)
  -0.1	7	-1	4	-3	0	nt	-2	5
O=C(c1ccc(-c2ccccc2Cl)o1)N1CCCC(C(F)(F)F)C1 (stereo not given)
  0.3	2	5	2	8	0	nt	nt	0
Cc1cccc(N)c1SC1CCCCC1O (stereo not given)
  -0.1	16	1	7	2	2	-1.2	4	10
Cc1ccc(S(=O)(=O)C2(C(=O)Nc3ccc(C(C)C)cc3)CC2)cc1
  0.0	8	2	6	-2	0	0.4	1	0
COc1cc(NS(=O)(=O)c2ccc(NC(=S)NC(=O)c3ccc(F)c(F)c3)cc2)nc(OC)n1
  0.1	4	-10	6	4	0	3.0	-1	-16
CCOC(=O)c1cnc2cc(C)ccn2c1=O
  0.2	0	-8	3	5	0	5.5	-7	2
CC(C)OCCCNS(=O)(=O)c1ccc2c(c1)OCCO2
  0.1	-9	2	-2	-3	0	-0.1	-1	22
COc1cc(Cl)cc(/C=C/c2ccc3cccc(O)c3n2)c1OC
  0.3	7	6	5	-1	13	-1.4	0	6
Cc1cccc(N(C)C(=O)c2coc(=O)c3ccccc23)c1
  0.1	5	-4	2	3	4	-0.4	-1	8
Nc1cc(=O)[nH]c(SCCSc2ccccc2F)n1
  0.1	-2	-2	4	-4	2	-0.1	-3	7
Nn1c(SCC(=O)Nc2nnc(-c3ccccc3)o2)nnc1C1CC1
  -0.1	2	-1	2	-6	2	-1.3	1	3
O=C(c1ccc(NC2=NC3CS(=O)(=O)CC3S2)cc1)N1CCN(c2ccc([N+](=O)[O-])cc2)CC1 (stereo not given)
  0.1	5	-1	-1	-5	0	-3.6	4	10
COC(=O)C1=C(C)N=C2SC(C#N)=C(N)N2C1c1cccc(OC)c1 (stereo not given)
  0.0	-5	-2	0	0	2	-28*	1	2
Cc1ccc(C(C[N+](=O)[O-])c2c(C)cc3ccccn23)cc1 (stereo not given)
  -0.1	2	-2	6	7	6	2.0	3	-1
CC(C(O)C12CC3CC(CC(C3)C1)C2)N1CCCCC1 (stereo not given)
  0.0	12	-7	5	1	4	-0.4	2	7
COCCC(=O)N(Cc1ccc2c(c1)OCO2)C(C(=O)NC1CCCCC1)c1ccncc1 (stereo not given)
  -0.3	-5	-1	3	1	5	0.7	0	-13
CCn1ncc(C2=NOC(C(=O)NCc3ccc(Cl)cc3)C2)c1C (stereo not given)
  0.1	1	-1	-5	0	39	-1.0	2	3
O=c1cc(O)n(C2CCCCCC2)c(=O)[nH]1
  0.0	9	-11	-12	-16	4	7.7	-4	1
O=C(Nc1ccc(S(=O)(=O)NC2=NCCCCC2)cc1)c1ccco1
  -0.1	4	5	-1	5	5	-0.1	8	-5
